Screening results as filed in PubChem.
RAD54 branch – blocks human RAD54 Holliday junction branch migration. 360,000 compounds, 0.14% hits. AID 602329. inhibition, % at 10.4 µM. Q92698. FAM/BHQ fluorescence;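 active means mean normalized replicate activity at least 40 and at least half of replicates scoring 40 or more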;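 further: 0% = median of neutral control wells and 100% = median of positive control wells; inhibitors cause a drop in the FAM fluorescence signal; in these data hits start at about 50%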
Target sequence (Q92698 whole entry, looked up): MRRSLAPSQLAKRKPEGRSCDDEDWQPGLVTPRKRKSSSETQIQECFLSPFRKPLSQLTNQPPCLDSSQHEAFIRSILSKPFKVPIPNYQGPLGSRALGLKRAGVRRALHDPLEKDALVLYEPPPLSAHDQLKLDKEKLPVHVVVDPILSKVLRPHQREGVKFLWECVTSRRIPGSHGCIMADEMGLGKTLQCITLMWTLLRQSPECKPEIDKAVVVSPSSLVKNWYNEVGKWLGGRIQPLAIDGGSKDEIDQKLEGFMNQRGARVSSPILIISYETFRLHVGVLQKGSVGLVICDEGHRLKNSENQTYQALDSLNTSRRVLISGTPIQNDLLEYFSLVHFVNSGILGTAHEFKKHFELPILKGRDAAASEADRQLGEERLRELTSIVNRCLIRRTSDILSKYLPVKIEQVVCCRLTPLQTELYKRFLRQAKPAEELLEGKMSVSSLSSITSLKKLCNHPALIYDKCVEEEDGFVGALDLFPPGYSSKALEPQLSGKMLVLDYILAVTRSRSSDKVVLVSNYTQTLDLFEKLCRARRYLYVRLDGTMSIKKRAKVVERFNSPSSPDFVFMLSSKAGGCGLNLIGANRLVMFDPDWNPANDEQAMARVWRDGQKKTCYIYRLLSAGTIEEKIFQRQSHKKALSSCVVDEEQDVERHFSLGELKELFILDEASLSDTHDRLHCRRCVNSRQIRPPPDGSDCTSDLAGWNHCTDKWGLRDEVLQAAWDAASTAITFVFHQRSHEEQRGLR
esBAF inh – inhibitors of esBAF chromatin remodeling in mouse ES cells; Bmi1-luciferase knock-in reporter, 24 h; 100% = twice the neutral-well signal; reporter increase, % at 12.5 µM; 350,000 compounds, 2% hits; in the data active means activation above about 40%;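 further: 0% = median of the plate's neutral control wells and 100% = double that signal; a rise in the Bmi1 reporter signal indicates esBAF inhibition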
ARNT-TACC3 inh – disrupts binding between human ARNT and TACC3 | AlphaScreen His-ARNT PAS-B/GST-TACC3 binding, luminescence; TACC3 fragment carries E629A point mutation | Q9Y6A5 | 390,000 compounds, 0.66% hits | inhibition, % at 9.99 µM | AID 623870;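 active means mean inhibition of replicates at least 50% and at least half of replicates each reaching 50%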;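 further: 0% = complete ARNT plus TACC3 wells and 100% = ARNT alone without TACC3; many hits fall short of the cut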
* marks the source's active call; other numbers are inactive results; & = joins results of further samples. The list is partial; rates above refer to the full screens.

Structure | RAD54 branch | esBAF inh | ARNT-TACC3 inh
O=C(NC1CC2CCC1C2)C1CCN(S(=O)(=O)c2ccc(-c3nn[nH]n3)cc2)CC1 (stereo unspecified) | 3 | 1 | -3
Cc1ccc(CN2CCN(c3ccccn3)CC2)s1 | 12 | -5 | -6
CC(=O)Oc1ccc(N(C(C)=O)S(=O)(=O)c2cccs2)cc1 | -1 | 2 | 3
COc1ccc(N2CCN(C(=O)CCCOc3cc(=O)n(C)c4ccccc34)CC2)cc1 | -7 | -1 | -11
O=C(CCCCCn1c(=S)[nH]c2ccccc2c1=O)NCc1ccc2c(c1)OCO2 | -1 | -1 | -5
CN(Cc1nc(-c2cccnc2)no1)S(=O)(=O)c1ccc(Br)cc1 | 3 | -4 | -3
COc1ccccc1CC(=O)NCc1ccc2c(c1)OCO2 | 0 | 8 | -2
O=C(CN1C(=O)C2CCc3[nH]c4ccccc4c3C2C1=O)N1CCCC1 (stereo unspecified) | 3&-16 | -2&4 | -2&1
Cc1ccc2c(CN3C(=O)NC4(CCCCC4)C3=O)cc(=O)oc2c1C | 1 | 31 | -3
O=c1c(Cl)c(NCCO)ncn1-c1ccccc1 | -6 | -1 | -4

3 of the compounds above, as labelled records.
> COc1ccc(N2CCN(C(=O)CCCOc3cc(=O)n(C)c4ccccc34)CC2)cc1
  RAD54 branch = -7 | esBAF inh = -1 | ARNT-TACC3 inh = -11
> O=C(CCCCCn1c(=S)[nH]c2ccccc2c1=O)NCc1ccc2c(c1)OCO2
  RAD54 branch = -1 | esBAF inh = -1 | ARNT-TACC3 inh = -5
> CN(Cc1nc(-c2cccnc2)no1)S(=O)(=O)c1ccc(Br)cc1
  RAD54 branch = 3 | esBAF inh = -4 | ARNT-TACC3 inh = -3

Remaining list, next part.
Structure | RAD54 branch | esBAF inh | ARNT-TACC3 inh
COc1ccc(/C=C2/C(=O)N=C(N)N2C)cc1OC | -2 | -16 | 10
CCOc1cc(CNCCCN2CCOCC2)cc(Br)c1OCC(=O)Nc1cccc(C(F)(F)F)c1 | 7 | 4 | 11
Cc1ccc(-c2nnn(CC(=O)N(Cc3ccc(F)cc3)C(C(=O)NC3CCCC3)c3ccncc3)n2)o1 (stereo unspecified) | -3 | 4 | 1
O=S(=O)(NCCc1ccncc1)c1ccc(Br)cc1 | -1 | -1 | -3
CCOC(=O)c1c(C)oc(/N=C/c2ccccc2O)c1C#N | 2 | 2 | 0
O=c1[nH]c(=O)n(Cc2ccccc2)c2nc(-c3ccco3)cc(C(F)(F)F)c12 | -3 | -17 | 12
COc1cccc2c1C(=O)CC2NC(=O)C(F)(F)F (stereo unspecified) | -3 | -7 | 9
CC1CCCCN1C(=O)CSc1nc(C2CC2)nc2c1cnn2-c1ccccc1 (stereo unspecified) | 2 | -8 | -8
CCC(=O)Nc1ccc(NC(=O)c2ccccc2Cl)nc1 | -7 | -13 | -4
COC(=O)c1ccc(CN2CCN(Cc3ccc(C(=O)OC)o3)CC2)o1 | 0 | -6 | -1
CCCC(=O)Nc1nc2n(n1)C(c1ccccc1)CC(=O)N2 (stereo unspecified) | 5 | -12 | -5
O=C(CN1CCOCC1)Nc1ccc(Oc2ccccc2)cc1 | -17 | 4 | -3
O=C(CCc1ccccc1)NNC(=S)NC(=O)c1ccccc1 | -7 | 23 | 13
N#CCCNC(=O)CCN1CCOCC1 | -5 | -1 | -1
CCc1nnc(NC(=O)CCC(=O)N2CCN(CCc3ccccc3)CC2)s1 | -2 | -5 | -4
COCc1[nH]nc2c1C(c1ccc(F)cc1F)C(C#N)=C(N)O2 (stereo unspecified) | 2 | 1 | -1
COC(=O)c1ccc(CSc2nnc(N)s2)cc1 | -3 | 30 | -5
CCOC(=O)CSc1nnc(-c2cccc(Cl)c2)n1CC | 14 | -4 | -4
Cc1ccc(Nc2nc3nonc3[nH]c2=O)cc1C | -5 | 12 | -2
CCOc1ccc(-c2nnn(CC(=O)c3cc(OC)ccc3OC)n2)cc1 | 0 | -8 | -4
CCCCCCOc1ccc(N2C(=O)CC(S/C(N)=N/N=C(\C)c3cccs3)C2=O)cc1 (stereo unspecified) | 6 | 1 | 0
Cc1cc(C(F)F)n2nc(C(=O)Nc3ccccc3F)nc2n1 | -6 | -12 | -12
Cc1ccc2[nH]cc(C(=O)CN3CCC4(CC3)OCCO4)c2c1 | 11 | 2 | -9
CC(C)N(C)CCOC(=O)c1ccc2c(c1)OCCO2 | 9 | 8 | -9
COc1ccc(C(=O)c2ccc(OC)c(N)c2)cc1N | -1 | 22 | -12
COc1ccc(C(=O)Nc2cc(OC)nc(OC)n2)cc1 | 3 | 24 | -10
Cn1c(CSc2nc3ccccc3s2)nnc1SCC(=O)NCc1ccccn1 | -5 | -5 | 5
Clc1ccc(-c2cn3cccnc3n2)cc1Cl | 8 | 73* | -1
CN(C)c1nc(N)nc(/C(C#N)=C/C2CC3C=CC2C3)n1 (stereo unspecified) | -15 | -4 | 35
CN(C)CCCNC1=CC(=O)OC12CCCCC2 | -16 | -9 | -3
COc1cc(CNc2nc(C)c([N+](=O)[O-])c(C)c2C#N)cc(OC)c1 | 5 | 3 | -13
O=C(NC12CC3CC(CC(C3)C1)C2)c1ccccc1O | -8 | 1 | -8
CC(C)C(NC(=O)C12CC3CC(CC(C3)C1)C2)C(=O)O (stereo unspecified) | 1 | -3 | -1
Cc1cc(OCC(=O)Nc2ccc(S(=O)(=O)N3CCN(C)CC3)cc2)ccc1Cl | 19 | 2 | 1
CC(C)C1N=C2c3ccccc3N=C(SCC(=O)NCCc3ccc(S(N)(=O)=O)cc3)N2C1=O (stereo unspecified) | 0 | 1 | -4
O=C1N/C(=C\c2ccc(N3CCOCC3)c(F)c2)C(=O)N1Cc1ccccc1 | 1 | -4 | -20
Cc1cccc(C)c1NC(=O)C(c1ccccc1)N1CCC1=O (stereo unspecified) | 16 | -3 | -3
COc1ccc(COC(=O)NC2CCN(S(=O)(=O)c3ccc(OC)cc3)CC2)cc1 | 6 | -2 | 2
COc1ccc(C(=O)NC2CCN(S(=O)(=O)Cc3ccccc3)CC2)c(OC)c1 | -11 | 2 | -3
O=C(CSc1nc2ccccc2nc1SCC(=O)N1CCCCC1)N1CCCCC1 | 3 | -1 | 1

Reformatted field by field: 4 of the compounds above
CC(C)C(NC(=O)C12CC3CC(CC(C3)C1)C2)C(=O)O (stereo unspecified)
  RAD54 branch = 1	esBAF inh = -3	ARNT-TACC3 inh = -1

Cc1cc(OCC(=O)Nc2ccc(S(=O)(=O)N3CCN(C)CC3)cc2)ccc1Cl
  RAD54 branch = 19	esBAF inh = 2	ARNT-TACC3 inh = 1

CC(C)C1N=C2c3ccccc3N=C(SCC(=O)NCCc3ccc(S(N)(=O)=O)cc3)N2C1=O (stereo unspecified)
  RAD54 branch = 0	esBAF inh = 1	ARNT-TACC3 inh = -4

O=C1N/C(=C\c2ccc(N3CCOCC3)c(F)c2)C(=O)N1Cc1ccccc1
  RAD54 branch = 1	esBAF inh = -4	ARNT-TACC3 inh = -20

Later entries
Structure | RAD54 branch | esBAF inh | ARNT-TACC3 inh
COc1ccc(-c2nnn(CC(=O)N3CCN(c4ccccc4OC)CC3)n2)cc1 | -4 | -2 | 6
O=C1C2C3C=CC(C3)C2C(=O)N1/N=C/c1cn(Cc2ccccc2)c2ccccc12 (stereo unspecified) | 14 | 9 | 18
Cc1ccc(NC(=O)CSc2nnc(-c3ccncc3)o2)cc1 | 7 | 7 | -2
COc1cccc2c(=O)c(SC(F)(F)C(F)C(F)(F)F)c(C)[nH]c12 (stereo unspecified) | 21 | 25 | 9
CCCCCCNc1c([N+](=O)[O-])cc(C)cc1[N+](=O)[O-] | -1 | -6 | 3
Cc1ccc(CNC(=O)CN2CCN(Cc3ccc(C)cc3)C2=O)cc1 | -6 | -5 | -1
O=C(Nc1nc2ccccc2n1CCN1CCCC1)c1ccc(Cl)cc1 | 0 | 48* | 20
COc1ccc(C(=O)c2sc(Nc3cccc(OC)c3)c(C(=O)Nc3cccc(C)c3C)c2N)cc1 | -1 | -12 | 9
COc1ccc(S(=O)(=O)N2CCCCCC2)cc1 | 5 | 18 | 4
O=C(COC(=O)c1ccccc1OCc1ccccc1Cl)NC1CC1 | -1 | -2 | -11
CC1CCCCC1NC(=O)c1cn(C)c2ccc(S(=O)(=O)N3CCCC3)cc2c1=O (stereo unspecified) | -3 | 4 | -3
COc1ccc(S(=O)(=O)NCCN2CCOCC2)c2ccccc12 | 1 | 10 | -2
COc1ccc(C2CC(=O)C3=C(C2)Nc2ccccc2N(C(C)=O)C3c2ccco2)cc1 (stereo unspecified) | 1 | 8 | 2
CCOC(=O)CSc1cc(CS(=O)(=O)c2ccccc2)nc(-c2ccccc2)n1 | -9 | -1 | -3
OCCN(CCO)CC(O)COCCC12CC3CC(CC(C3)C1)C2 (stereo unspecified) | -2 | 2 | -2
COC(=O)/C(C#N)=C1/SC=C(C)N1c1ccccc1 | -22 | -1 | -2
Cc1ccc(S(=O)(=O)N2CCCC2C(=O)O)s1 (stereo unspecified) | 2 | -1 | -41
CC(C)C(=O)Nc1cccc(NC(=O)c2cccc([N+](=O)[O-])c2)c1 | -10 | -8 | -3
O=C(CN1C(=O)c2cccnc2C1=O)c1ccccc1 | 2 | 11 | 38
O=S(=O)(c1ccc2ccccc2c1)N(CC(O)CN1CCOCC1)c1ccccc1 (stereo unspecified) | 1 | 10 | 18

Just esBAF inh, for some of the entries so far:
SMILES	esBAF inh
COC(=O)/C(C#N)=C1/SC=C(C)N1c1ccccc1	-1
CCOC(=O)CSc1cc(CS(=O)(=O)c2ccccc2)nc(-c2ccccc2)n1	-1
COc1ccc(S(=O)(=O)NCCN2CCOCC2)c2ccccc12	10

More compounds follow.
Structure | RAD54 branch | esBAF inh | ARNT-TACC3 inh
COc1ccc(NC(C)C(=O)N/N=C/c2ccccc2OCc2ccc(Br)cc2)cc1 (stereo unspecified) | 1 | 28 | -2
CCOC(=O)c1c(C)n(-c2ccc(OC)cc2)c2c(C/C(C)=N/O)c(Br)c(OC)c(O)c12 | -8 | 6 | 26
Cc1ccc(Sc2nc(-c3ccccc3)nnc2C(F)(F)F)cc1 | 1 | 7 | -7
CSc1nc(-c2ccccc2)nc(N2CCCC2)c1C(C)=O | 10 | -11 | 0
Cc1c(-n2c(CN3C(=O)c4ccccc4C3=O)nc3ccccc3c2=O)c(=O)n(-c2ccccc2)n1C | -6 | -6 | -2
N#Cc1ccc(CSc2nnc(-c3cnccn3)o2)cc1 | -16 | -3 | -4
COC(=O)c1ccccc1NC(=O)CSc1nnnn1-c1ccc(C)cc1C | 8 | -2 | -7
CCOc1nc2ccccc2nc1NS(=O)(=O)c1ccccc1 | 0 | 4 | -13
N#Cc1c(N)[nH]c(=S)c(C#N)c1-c1ccccc1 | 3 | 6 | -2
COc1ccccc1-c1c(C)oc2cc(OC(=O)c3ccco3)ccc2c1=O | 3 | 12 | -7
CC1CC2(CCCCC2)Nc2c1ccc1ccccc21 (stereo unspecified) | -2 | 4 | 8
Nc1nonc1C(=Nc1ccc(Br)cc1)NO | -2 | 1 | 3
CCOC(=O)C(Cc1ccccc1)NC(=O)CCc1c(C)nc2ncnn2c1C (stereo unspecified) | -19 | -8 | -2
COCCCN1C(=O)C(O)=C(C(=O)c2ccco2)C1c1ccccc1 (stereo unspecified) | 3 | -6 | -1
COC(=O)c1ccccc1NC(=O)N1CCCC1 | -6 | -4 | -9
CN1/C(=C\C(=O)C(F)F)C(C)(C)c2ccccc21 | 4 | -16 | -6
CCn1cc(C(=O)NC(=S)Nc2cccc(O)c2)cn1 | -6 | 27 | -8
CCOC(=O)c1oc2c(CN3CCCCC3C)c(O)ccc2c(=O)c1-c1ccc(OC)c(OC)c1 (stereo unspecified) | -4 | -2 | 8
Cc1cccc[n+]1CC(=O)Nc1ccc([N+](=O)[O-])cc1Cl | 4 | 9 | 1
COc1ccc(-c2nnn(CC(=O)NCCc3c[nH]c4ccccc34)n2)cc1OC | -2 | -3 | -5
CCCCSc1nnc2nc(C)cc(C)n12 | -2 | 17 | 6
O=C(N/N=C/c1cccc([N+](=O)[O-])c1)c1ccc2c(c1)OCCO2 | 5 | 44* | -7
C=C(C)c1nc(N)nc(N)n1 | -5 | 7 | -5

Some values from the entries so far.
`CCCCSc1nnc2nc(C)cc(C)n12` @ esBAF inh: 17
`CC1CC2(CCCCC2)Nc2c1ccc1ccccc21` (stereo unspecified) @ ARNT-TACC3 inh: 8
`COc1ccc(-c2nnn(CC(=O)NCCc3c[nH]c4ccccc34)n2)cc1OC` @ RAD54 branch: -2
